MITF TRPM1 inh: inhibitors of MITF-dependent TRPM1 promoter reporter, primary screen, cell-based, SK-MEL-5, single point, luciferase; AID 488899, 2010; actives 0.83% (n = 330,000); inhibition, % at 12.5 µM; SK-MEL-5 TRPM1 promoter luciferase, 24 h;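 active = mean inhibition across replicates of 60% or more, whatever share of single replicates reaches that level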; also: values of inactives mirror those of a sister screen read the other way
CF NFkB inh: inhibitors of PAF-induced NF-kB signaling, primary screen, cell-based, GFP fluorescence, uHTS. KKLEB NF-kB-GFP reporter, GFP fluorescence overnight. actives 0.86% (n = 360,000). inhibition, % at 5 µM;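 active = at least 50% inhibition at 5 µM, scaled per plate between neutral and stimulator controls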;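 also: PAF is a Pseudomonas aeruginosa culture filtrate used as stimulus; plate controls were PAF-stimulated DMSO wells for no effect and unstimulated DMSO wells for full effect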
NR2E3 ag-1: inhibitors of NR2E3-RetCOR corepressor binding, primary screen, NR2E3 agonist project, biochemical, TR-FRET, GST-NR2E3, biotin-RetCOR; actives 0.12% (n = 320,000); Photoreceptor-specific nuclear receptor (Homo sapiens), Q9Y5X4; inhibition of corepressor binding, % at 4.78 µM; 1536-well; AID 2300, 2010;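 active = percent inhibition above the cutoff of mean plus 3 SD of all tested compounds, set per screening campaign, cut at about 20% in these data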;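 also: 0% = DMSO wells and 100% = biotin wells as full block of FRET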
Target sequence (Q9Y5X4 whole entry, looked up): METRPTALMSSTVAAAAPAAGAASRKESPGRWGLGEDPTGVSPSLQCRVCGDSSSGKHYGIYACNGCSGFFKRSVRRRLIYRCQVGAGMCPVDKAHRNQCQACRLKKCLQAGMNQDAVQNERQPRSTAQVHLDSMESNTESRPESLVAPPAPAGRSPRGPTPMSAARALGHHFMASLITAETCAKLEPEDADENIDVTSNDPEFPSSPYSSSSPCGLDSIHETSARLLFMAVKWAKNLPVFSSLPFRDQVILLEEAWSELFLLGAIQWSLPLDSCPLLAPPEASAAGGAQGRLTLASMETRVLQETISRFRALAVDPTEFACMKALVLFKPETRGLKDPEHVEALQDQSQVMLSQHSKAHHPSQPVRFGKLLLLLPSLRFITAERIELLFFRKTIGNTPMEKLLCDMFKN
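Test system – NR2E3–RetCOR corepressor complex · Quantity – NR2E3 fusion 1.35 nM · Buffer or medium – Tris pH 7.5 · Incubation – Compound–protein incubation for 5 h at 4 °C · Technique – TR-FRET, Eu(K)-anti-GST donor, streptavidin-D2 acceptor, ex 340, em 617/671 nm · Evaluation – percent inhibition of 671/617 nm emission ratio versus biotin and DMSO controls · Plate – 1536-well format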
Shn3 inh set2: reduction of Shn3 3'UTR firefly luciferase signal, primary screen, Schnurri-3 inhibitor project, cell-based, Clone20 osteoblasts, set 2; Clone20 osteoblast Shn3 3'UTR firefly luciferase, 24 h; inhibition, % at 12.5 µM; actives 0.52% (n = 360,000); AID 588674, 2011;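 active = mean inhibition of at least 75% with every replicate also reaching 75%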;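 also: 0% = median of neutral control wells and 100% = pilot-screen positive control compound; some compounds past the cut are filed as inactive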
Peg3 promoter: Peg3 promoter-driven luciferase inhibitors, primary screen, cell-based, HeLa, luciferase luminescence; HeLa PEG-Prom luciferase reporter, overnight; inhibition, % at 20 µM; actives 1.7% (n = 360,000); AID 588405, 2011;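 active = inhibition of at least 50% at 20 µM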
HIF-2a block: HIF-2a reporter inhibitors, primary screen, luminescence, 786-0 RCC cells | actives 0.72% (n = 360,000) | inhibition, % at 18.8 µM | 786-0 RCC cells HIF-2a reporter, luciferase luminescence, overnight;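 active = inhibition of the luminescence signal of 40% or more relative to plate controls, in a single-dose primary screen at 18.75 µM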
iPSC survival up: enhancers of single-cell hiPSC survival, primary screen, ATPlite luminescence. survival enhancement, % at 20 µM. AID 602274, 2012. 100% = ROCK inhibitor wells, 0% = DMSO. actives 0.044% (n = 360,000); in the data active = survival enhancement above about 18%;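 also: cells exposed to compounds for 16 hours before the ATP read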
TWEAK Fn14 block: inhibitors of TWEAK-Fn14 signaling, primary screen, luciferase reporter cells, uHTS; TWEAK-stimulated Fn14 reporter cells, luciferase luminescence, 8 h; inhibition, % at 10 µM; actives 2% (n = 360,000); in the data active = inhibition above about 50%
aDG glyco up: activators of alpha-DG glycosylation, primary screen, uHTS, Pro5-aDG cells, AlphaScreen. alpha-DG glycosylation AlphaScreen (IIH6); 0% Pro5, 100% B10-LARGE cell signal. activation, % at 10 µM. actives 0.22% (n = 360,000);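 active = activation of at least 8% versus controls, or a plate z-score of at least 8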;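 also: Pro5 are CHO cells carrying HIG-tagged alpha-DG that lacks glycosylation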
NR2E3 ag-2: NR2E3 agonists in two-hybrid cells, primary screen, cell-based, luminescence, CHO-S, Gal4-NCOR/VP16-NR2E3. Photoreceptor-specific nuclear receptor (Homo sapiens), Q9Y5X4. luciferase. inhibition of corepressor binding, % at 3.98 µM. actives 0.35% (n = 360,000). AID 602229, 2012;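 active = inhibition above the mean of all tested compounds plus 3 SD, cut at about 70% in these data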;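 also: 0% = DMSO with NR2E3 transfected cells and 100% = cells lacking NR2E3 construct; higher means lower luciferase signal from less NR2E3 corepressor binding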
KKLEB cytotox: cytotoxicity in KKLEB CF airway cells, primary screen, cytotoxicity control for CF NF-kB inhibitor project, cell-based, uHTS, fluorescence assay plates | KKLEB CF airway cells viability, ATPlite luminescence, overnight; stronger effect = lower value; cells stimulated with P. aeruginosa culture filtrate | activity change (cytotoxicity), % at 5 µM | actives 0.36% (n = 360,000) | AID 602141, 2011;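 active = corrected activity change at or below -50% at 5 µM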
Starred values were filed as active, the others as inactive; / = not tested or not shown. No enrichment for hits; any-hit rate near 4.4%.

No.	SMILES	MITF TRPM1 inh	Peg3 promoter	NR2E3 ag-1	iPSC survival up	TWEAK Fn14 block	CF NFkB inh	aDG glyco up	HIF-2a block	NR2E3 ag-2	KKLEB cytotox	Shn3 inh set2
1	COc1ccc(NC(=O)c2cccc(NC(=O)c3ccco3)c2)c(OC)c1	-9	-18	2	-1.0	4	-3	0.5	-40	-7	15	18
2	Cc1nc(N)ncc1-c1ccc2c(c1)OCO2	6	34	-1	-0.3	0	13	0.1	-24	11	-8	-10
3	CCOC(=O)[C@]12CCCC=C1N(Cc1ccc(Cl)cc1Cl)C(=O)[C@H](CC(=O)NCCC(C)C)C2	/	/	/	-0.6	16	/	-0.1	-18	16	/	/
4	N#Cc1ccc(C(=O)N2CCC3CC2c2cc(N4CCCCC4)ccc23)cc1 (centres undefined)	/	-1	/	4.1	-7	-7	0.0	12	-11	-2	19
5	O=C(O)c1ccc(Cl)c(S(=O)(=O)N(Cc2ccccc2)c2ccccc2)c1	6	15	0	-0.2	38	-6	0.0	4	-17	14	-12
6	COc1ccccc1CNC(=O)CNCC1CCCO1 (centres undefined)	3	-1	-1	-0.3	-13	2	0.0	29	-21	3	0
7	O=C(CCc1nnc(C2CCCCC2)o1)NCc1ccc(F)c(F)c1	5	24	0	0.4	-7	2	-0.3	9	-4	6	3
8	O=C(CSC1=NCCS1)Nc1ccc(S(=O)(=O)N2CCCCCC2)cc1	-12	17	0	1.4	-37	10	-0.2	13	-6	-5	-2
9	CCOc1ccc(S(=O)(=O)N2CCCC(C(=O)NCc3ccco3)C2)cc1 (centres undefined)	10	0	3	-0.1	3	14	0.0	1	-10	-8	2
10	N#CCCN(Cc1cccnc1)C(=O)c1sc2cc(F)ccc2c1Cl	12	11	2	-0.7	-2	-6	0.0	10	-2	-5	12
11	COc1ccc(NC(=O)CN2CCN(S(=O)(=O)c3ccc(Cl)cc3)CC2)cc1	4	11	0	-2.4	1	-11	0.2	9	5	14	-6
12	O=C(c1ccc(Br)s1)N1CCN(S(=O)(=O)c2ccccc2)CC1	-7	22	1	1.0	-3	-4	0.2	8	3	3	9
13	COc1ccc(CN(C(C)=O)c2ccccc2C(=O)O)cc1	4	-13	2	0.7	7	16	-0.2	14	-1	-5	10
14	O=C(O)C1CCN(S(=O)(=O)c2cccs2)CC1	1	-1	3	-0.6	7	-8	-0.1	2	-31	10	2
15	CN(C(=O)c1ccc(NC(=O)Cc2cccc(NC(=O)C3CCCN(C(=O)CCc4ccccc4)C3)c2)cc1)C1CCCC1 (centres undefined)	10	-5	0	-2.2	23	-27	0.8	12	-25	10	-19
16	COc1ccc(OC)c(-c2cc(C(=O)N3CCN(c4ncccn4)CC3)c3ccccc3n2)c1	21	55*	1	-2.0	12	-4	-0.5	11	-1	-4	12
17	CC(=O)Nc1ccc(OCC(=O)NC(C)C(C)C)cc1 (centres undefined)	4	11	-1	0.2	6	-5	0.0	14	-19	-3	-2
18	CCc1ccc(N2CCN(C(=O)c3ccc4c(c3)OCO4)CC2)cc1	-16	-36	3	-0.3	-9	20	0.1	-33	8	1	-1
19	COc1cc(C)c(CN2CCN(C(=O)CCC(=O)c3ccc(C)s3)CC2)cc1OC	/	5	/	-2.1	12	-6	-0.1	9	-14	5	10
20	Cc1ccc(Cl)cc1NC(=O)Cn1cc2c(n1)CCCC2	-10	-12	3	1.4	-12	-3	0.0	-15	-22	9	-46
21	Cc1ccc(N=Cc2c(O)n(C)c(=O)n(C)c2=O)nc1	8	-6	1	-1.3	-15	2	-0.3	2	-16	11	-4
22	COc1ccc(-c2csc(C(NC(C)=O)c3ccc(F)c(F)c3)n2)cn1 (centres undefined)	/	-5	/	-2.1	-24	-10	-0.2	-14	3	9	-2
23	CC(C)Cn1c(N)c(C(=O)COC(=O)Cc2cccc(C(F)(F)F)c2)c(=O)n(C)c1=O	7	-7	0	-0.3	2	9	3.8	9	4	-4	61
24	CCOC(=O)c1ccc(N2CCCCC2)c(NS(=O)(=O)c2ccc(C)cc2)c1	9	5	-5	-0.2	-6	17	0.0	-21	-55	-8	49
25	C=CCN(c1ccccc1)S(=O)(=O)c1cccc(C(=O)N2CCCC2)c1	8	23	-1	0.5	4	-25	1.5	4	-19	10	9
26	CNC(=O)C1CC(=O)N(CCCc2ccccc2)C(=Nc2ccccc2)S1 (centres undefined)	8	7	4	-1.8	-15	-9	-0.1	-3	2	8	-14
27	Cc1ccc(Cl)cc1-n1c(=O)cc(N2CCN(C(=O)c3ccco3)CC2)[nH]c1=O	4	-2	1	-0.8	1	-10	-0.2	-5	1	-7	2
28	Cn1cccc1-c1nc2ccc(NC(=O)c3ccccc3)cc2[nH]1	-43	-110	1	0.0	-1	-4	0.5	-149	-59	12	3
29	CCN(c1cccc(C)c1)S(=O)(=O)c1cc2c3c(c1)CCN3C(=O)CC2	-11	16	-2	-0.5	11	14	-0.1	8	4	-8	-8
30	CCOc1cc(/C=C2\C(=N)N3N=C(S(C)(=O)=O)SC3=NC2=O)ccc1OCCOc1cccc(OC)c1	-5	30	3	2.4	13	20	0.2	10	-13	3	-25
31	C=C(C)CNC(=S)N/N=C/C1=CCC2CC1C2(C)C (centres undefined)	-13	5	3	-0.2	-19	6	1.7	3	-11	-2	9
32	CC(=O)Nc1ccc(S(=O)(=O)NCc2nnnn2-c2ccc(F)cc2)cc1	-1	-1	1	-0.3	-10	8	-0.2	15	-37	-5	0
33	CCc1ccc(-c2cc(C)no2)cc1S(=O)(=O)N1CCN(c2ccccc2OC)CC1	3	28	0	0.8	-15	22	0.0	12	-3	-12	39
34	Cc1cccc(OCC(=O)NCc2ccc(F)cc2)c1	9	8	2	-0.6	3	-2	-0.1	13	6	-5	3
35	CC1CCCN(C(=O)c2ccccc2OC2CCN(S(C)(=O)=O)CC2)C1 (centres undefined)	-11	0	-3	0.4	3	1	0.0	9	9	4	-6
36	O=C(CNC(=O)c1ccccc1Cl)Nc1ccncc1	5	-5	-2	1.7	-19	12	0.3	6	-17	14	12
37	c1ccc2c(c1)NC1(CCCCCC1)n1c-2nc2ccccc21	-43	-202	0	0.6	-11	-7	0.3	-227	-45	-5	-77
38	CCOc1ccc(-c2c(C(=O)N/N=C(\C)c3ccccc3OC)nnn2-c2nonc2N)cc1	-11	-6	3	-0.5	-3	-20	-0.3	-1	5	2	11
39	CC(C)(C)N(C=C(Cl)Cl)C(=O)NC1CCCCC1	12	-8	1	0.4	-7	2	0.0	-11	-19	-3	-2
40	COc1ccc(C(=O)NCCCn2cccn2)cc1OC1CCN(C(C)=O)CC1	0	9	/	-0.3	2	-10	0.5	14	13	27	-4
41	Clc1nc2ccccc2cc1-c1nnn(-c2ccccc2)n1	/	-405	-2	-1.8	11	-17	0.1	-297	-11	4	-236
42	CCOc1cc(/C=N/NC(=O)c2ccc(CSc3nncn3C)cc2)ccc1OCC(=O)N1CCOCC1	6	4	-1	0.3	20	10	-0.1	1	-4	1	-1
43	C=CCn1c(C)cc(C(=O)COC(=O)c2ccc(N)c([N+](=O)[O-])c2)c1C	-56	-277	1	-1.5	35	1	-0.1	-232	-129	-2	-31
44	CSCCC(NC(=O)C1CCC(C)CC1)C(=O)O (centres undefined)	12	10	-2	1.0	-1	4	-0.1	3	-30	-3	-2
45	CCOC(=O)c1c(N)c2cc([N+](=O)[O-])ccc2n1C	-20	-21	1	0.1	-41	-51	0.0	-43	-30	19	0
46	CC(C)(C)C(=O)N1CCC(O)(CS(=O)(=O)Cc2ccc(Cl)cc2)CC1	-2	10	3	-1.1	9	-26	0.2	15	-8	2	9
47	O=C1/C(=C/c2cccnc2)SC(=S)N1Cc1ccco1	10	25	/	-2.6	11	12	0.5	-1	-21	-3	-13
48	Cc1cc(=O)n2nc(N3CCC(C(=O)NCc4ccccc4)CC3)sc2n1	-5	3	-3	-0.3	1	-1	0.7	6	-13	9	-4
49	CCOC(=O)CSc1ncnc2c1c(-c1ccccc1)cn2-c1ccc(OC)cc1	0	15	3	0.0	-3	-8	0.4	9	-38	-10	-5

In the list so far, 2 contain a tert-butyl group:
No.	SMILES	MITF TRPM1 inh	Peg3 promoter	NR2E3 ag-1	iPSC survival up	TWEAK Fn14 block	CF NFkB inh	aDG glyco up	HIF-2a block	NR2E3 ag-2	KKLEB cytotox	Shn3 inh set2
39	CC(C)(C)N(C=C(Cl)Cl)C(=O)NC1CCCCC1	12	-8	1	0.4	-7	2	0.0	-11	-19	-3	-2
46	CC(C)(C)C(=O)N1CCC(O)(CS(=O)(=O)Cc2ccc(Cl)cc2)CC1	-2	10	3	-1.1	9	-26	0.2	15	-8	2	9
